Source: PubChem
HTR5A inv ag – counter-screen for OPRM1-OPRD1 inverse agonists: human HTR5A inverse agonism | P47898 | inhibition, % at 9.3 µM | 340,000 tested, 0.083% active | HTR5A cell line, luminescence; in the data active = inhibition mostly above about 23%, no sharp cut-off; inactive = mostly below about 18%;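 also: 0% = cells with DMSO and 100% = no-cell wells with DMSO; some compounds called inactive have numbers as strong as hits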
Target sequence (P47898 whole entry, looked up): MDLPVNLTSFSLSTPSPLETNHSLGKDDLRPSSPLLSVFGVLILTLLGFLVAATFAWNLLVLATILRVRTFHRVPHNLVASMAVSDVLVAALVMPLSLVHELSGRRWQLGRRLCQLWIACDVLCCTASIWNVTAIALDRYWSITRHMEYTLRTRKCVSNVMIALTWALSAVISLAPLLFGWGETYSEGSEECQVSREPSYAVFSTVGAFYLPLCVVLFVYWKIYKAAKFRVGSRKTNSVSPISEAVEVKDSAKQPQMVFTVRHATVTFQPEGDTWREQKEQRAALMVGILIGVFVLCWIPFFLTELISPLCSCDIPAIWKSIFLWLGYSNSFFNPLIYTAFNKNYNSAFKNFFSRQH
SR-BI HDL uptake – blocks mouse SR-BI lipid uptake from DiI-HDL. Q61009. ldlA[mSR-BI] CHO cells, DiI-HDL uptake fluorescence, 3 h. inhibition, % at 12.5 µM. 320,000 tested, 0.96% active;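 active = mean replicate inhibition of at least 70% and a set share of replicates each scoring 70 or more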;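 also: 0% = median of neutral control wells and 100% = median of positive control wells; values of inactives mirror those of a sister screen read the other way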
MITF act – MITF TRPM1 promoter activation in melanoma cells. SK-MEL-5 TRPM1-promoter luciferase, 24 h; % of positive control, neutral wells = 0. activation, % at 12.5 µM. 300,000 tested, 0.75% active;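 active = mean activation of at least 80% with every replicate also reaching 80%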;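 also: 0% = neutral control wells and 100% = parthenolide positive control wells; values of inactives mirror those of a sister screen read the other way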
Wnt bcat act – activates Wnt/beta-catenin signaling in a reporter cell assay; 300,000 tested, 1.2% active; activation, % at 9.35 µM; activator, plate reader; in the data active = activation above about 30%, passing the limit was not always enough;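 also: 0% = neutral control wells and 100% = positive control wells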
dFosB act – enhances mouse delta FosB homodimer DNA binding; purified delta FosB, TAMRA-CDK5 oligo fluorescence polarization; percent of positive-control signal above neutral wells; P13346; 340,000 tested, 0.99% active; activation, % at 25 µM;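 active = mean activation above about 17%, with every replicate also reaching it, limit read from the data, passing the limit was not always enough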;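 also: fluorescence polarization rise as delta FosB binds a TAMRA Cdk5 AP-1 oligo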
Target sequence (P13346 whole entry, looked up): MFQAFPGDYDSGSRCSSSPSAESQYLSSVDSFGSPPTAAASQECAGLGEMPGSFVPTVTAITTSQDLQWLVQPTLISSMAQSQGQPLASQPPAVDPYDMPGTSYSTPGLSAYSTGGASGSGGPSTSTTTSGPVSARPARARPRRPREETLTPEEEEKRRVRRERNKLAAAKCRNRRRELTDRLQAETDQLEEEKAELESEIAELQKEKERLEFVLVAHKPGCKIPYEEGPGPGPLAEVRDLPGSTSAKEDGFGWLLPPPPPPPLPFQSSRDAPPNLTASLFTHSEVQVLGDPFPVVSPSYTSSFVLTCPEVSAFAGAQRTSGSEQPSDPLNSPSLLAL
HTR5A ag ctr – HTR5A agonism, opioid heterodimer counter-screen. P47898. HTR5A agonist assay, luminescence, cell-based. activation, % at 9.3 µM. 340,000 tested, 0.61% active. AID 504692; in the data active = activation mostly above about 9.5%, no sharp cut-off; inactive = mostly below about 7.6%;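 also: 0% = cells with vehicle only and 100% = reference agonist; strong numbers were not always called active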
V-ATPase pHluor – regulators of yeast V-ATPase proton transport. S. cerevisiae, pHLuorin cytosolic pH fluorescence. response, % at 10 µM. 350,000 tested, 0.37% active. AID 504577; in the data active = response mostly above about 7.3%, no sharp cut-off; inactive = mostly below about 5.4%; also: actives read high; inactives centre near 0; some compounds called inactive have numbers as strong as hits; reference of the scale not given here
NSD2 inh – NSD2 (human) methyltransferase inhibition; O96028; NSD2 peptide methylation, AlphaScreen, 120 min; inhibition, % at 12.5 µM; 310,000 tested, 0.54% active; in the data active = inhibition above about 50%
PvdQ inh – P. aeruginosa PvdQ acylase inhibition | purified PvdQ acylase, fluorescence plate reader | inhibition, % at 10 µM | 340,000 tested, 0.063% active | AID 488965; in the data active = inhibition above about 30%, passing the limit was not always enough;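 also: 0% = vehicle neutral wells and 100% = reference inhibitor wells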
CDK5 inh – inhibitors of human CDK5/p35 kinase | Recombinant CDK5/p35, ADP-Glo luminescence, 60 min | inhibition, % at 10 µM | 330,000 tested, 0.01% active;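 active = highest replicate inhibition of at least 50% and at least 75% of replicates reaching 50%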;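 also: plate controls were DMSO neutral control for no effect and GW8510 at 10 µM for full effect; many of its hits are not listed in these tables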
* hit, by the source's call; x = no result given; & = joins results of further samples.

SMILES	HTR5A inv ag	SR-BI HDL uptake	MITF act	Wnt bcat act	dFosB act	HTR5A ag ctr	V-ATPase pHluor	NSD2 inh	PvdQ inh	CDK5 inh
Cc1ccc(/C=N/Nc2cccc3cccnc23)c(O)c1	2	54	47	26	0	-5	6	6	3	2.5
Cc1ccc(OCCN2CCN(C(=O)CCC(=O)Nc3nnc(C)s3)CC2)cc1	13	9	-2	x	3	0	0	x	-12	-1.9
COc1cc(/C=C/C(=O)OCC(=O)N2CCOCC2)ccc1OCC#N	9	-4	12	-2	-3	-3	2	4	-3	-1.0
COc1ccc(NC(=O)C(=O)NCCCn2ccnc2)cc1	-3	-4	3	0	5	-2	3	-1	-7	-0.2
CCc1ccc(C(C)NC(=O)Cc2ccc(F)cc2)cc1 (centres undefined)	3	3	-4	-5	-6	-1	-2	-1	3	-0.8
Cc1cc2n(n1)C(c1ccco1)Nc1ccccc1-2 (centres undefined)	-4	-21	x	x	-29	-2	-1	-5	-10	-1.0
O=c1cc(CN2CCN(Cc3ccccc3)CC2)c2cc3c(cc2o1)CCC3	-15	-2	-16	-3	2	6	6	-1	-15	1.1
COC(=O)C1CCN(C(=O)c2c(-c3ccccc3Cl)noc2C)CC1	-3	-4	23	-5	-3	6	-1	-4	14	-0.1
O=c1cc(COc2ncnc3ccccc23)nc2sccn12	-19	-19	0	1	-3	4	0	-4	1	1.5
Cc1nc2nc(SCC(=O)NCCCN3CCCCCC3)nn2c(C)c1Cc1ccccc1Cl	2	39	8	-3	4	-1	0	0	-17	0.6

An excerpt of these results, in CSV form:
Compound,HTR5A inv ag,SR-BI HDL uptake,MITF act,Wnt bcat act,dFosB act,HTR5A ag ctr,V-ATPase pHluor,NSD2 inh,PvdQ inh,CDK5 inh
CCc1ccc(C(C)NC(=O)Cc2ccc(F)cc2)cc1 (centres undefined),3,3,-4,-5,-6,-1,-2,-1,3,-0.8
COc1ccc(NC(=O)C(=O)NCCCn2ccnc2)cc1,-3,-4,3,0,5,-2,3,-1,-7,-0.2

The list continues.
SMILES	HTR5A inv ag	SR-BI HDL uptake	MITF act	Wnt bcat act	dFosB act	HTR5A ag ctr	V-ATPase pHluor	NSD2 inh	PvdQ inh	CDK5 inh
O=C(O)c1ccc(NC(=O)C2C3CCC(C3)C2C(=O)O)cc1 (centres undefined)	8	-23	x	0	-6	0	2	-1	3	-1.5
Cc1ccc(Cl)cc1NC(=S)N1CCC(c2ccccc2)C1 (centres undefined)	-6	x	8	3	-5	1	0	-5	-10	1.4
Cc1ccc(OCCn2c(NC(=O)c3ccco3)nc3ccccc32)cc1	-10	18	-22	1	7	4	-7	-1	4	-0.1
O=C(CCN1CCc2ccccc2C1)Nc1ccc(F)c(F)c1	-15	15	-3	0	10	5	-1	-5	-15	1.3
O=C1NC2(CCCCC2)N=C1c1ccccc1	-11	5	3	x	3	1	-1	-4	-25	-0.5
CCOC(=O)Cc1csc(NC(=O)c2ccc(Cl)nc2)n1	2	37	-1	x	-4	-1	6	1	-6	-0.4
O=C(Nc1nnc(S(=O)(=O)N2CCOCC2)s1)c1ccc(Cl)cc1	3	-19	x	-2	-4	7	1	x	-7	-3.6
COc1ccc(NC(=O)CN2C(=O)COc3ccc(S(=O)(=O)N4CCCCCC4)cc32)cc1	17	-6	-4	-2	-13	-2	-4	1	-13	0.5
NC(=O)c1cc[n+](Cc2ccc([N+](=O)[O-])cc2)cc1	7	-18	x	-1	-1	-2	3	0	-4	-0.3
CC(C)[C@@H](C(=O)NC1CC1)N1C(=O)N2CCc3c([nH]c4ccccc34)[C@@]2(C)C1=O	6	24	-13	-1	-3	7	2	x	-8	-1.6
CC1CN(S(=O)(=O)c2ccc(CN3C(=O)c4cccnc4C3=O)s2)c2ccccc2O1 (centres undefined)	-8	-3	-29	-2	-6	2	-1	-1	-6	-2.6
CCc1nc(Nc2ccccc2O)c2oc3ccccc3c2n1	2	x	-7	-1	-9	-1	1	1	-17	2.0
COC(=O)c1sc2nc3c(cc2c1N)CCCC3	22	1	-7	58*	-7	-1	1	-4	-10	0.2
COc1ccc(N2CCN(C(=O)C3CCN(C(=O)c4ccc([N+](=O)[O-])cc4)CC3)CC2)cc1	3	-20	-8	-1	-4	-2	-8	2	2	-1.5
CCCc1cc(=O)oc2cc(C)cc(OCC(=O)NC(Cc3ccc(Cl)cc3)C(=O)O)c12 (centres undefined)	-5	-2	0	-1	-8	5	0	x	1	0.1
CC(C)Oc1ccc(C2CC(=O)N(c3ccc(C(=O)O)cc3)C2=O)cc1 (centres undefined)	-5	-5	3	-1	-6	2	0	-3	-3	2.3
Cc1nn(C(C)C(=O)NCc2ccccc2Cl)c(=O)c2c1sc1ccccc12 (centres undefined)	14	15	-11	x	-1	-3	-1	-3	-14	-0.3
O=C(NCc1ccccn1)C1CCN(S(=O)(=O)c2cccs2)CC1	-4	8	-7	0	-4	5	0	-4	-14	-0.4
CC(=O)c1ccc2c(c1)N(C)c1ccccc1S2	-18	9	x	6	-3	2	-2	-50	18	1.3
CN1C(=S)SC(C)(C)C1N(O)C(=O)Nc1ccc(Cl)cc1 (centres undefined)	-5	16	7	-14	-5	2	0	-3	0	-0.6
FC(F)Sc1ccc(NC(=S)NC(c2ccccc2)c2ccccc2)cc1	-6	5	-29	-4	2	2	1	3	-12	-1.2
Cc1cccc(NC(=O)CCNC(=O)c2ccc(Br)cc2)c1C	1	23	-3	-4	3	0	-4	-2	4	-0.1
COc1ccc(S(=O)(=O)Nc2cc3c4c(oc3c3ccccc23)CCCC4=O)cc1	1	46	-37	x	0	0	2	2	-4	-0.2
CN(Cc1ccccc1)C(=O)CN(Cc1ccccc1)S(C)(=O)=O	-10	-21	0	-5	-6	-6	-6	-22	3	0.6
COc1ccc(NC(=O)c2ccc(CN3CCc4ccccc4C3)cc2)cc1OC	-4	54	-5	3	-5	8	-4	-1	-13	1.7
CCC(=O)c1cn(CC(=O)Nc2cccc(C)c2)c2ccccc12	-2	21	-4	-1	2	1	0	-2	8	0.1
Cc1ccc(NC(=O)CC(C)c2ccccc2)cc1S(=O)(=O)N1CCOCC1 (centres undefined)	-11	31	-11	-3	-7	3	1	-3	-7	-1.0
C=CC[C@]12C=C(OC)C(=O)C(OC)=C1O[C@@H](c1ccc3c(c1)OCO3)[C@H]2C	-13	46	-10	-2	3	-6	-1	x	-1	-1.1
S=c1nccc(-c2cccs2)[nH]1	10	-2	-4	0	4	-4	1	0	-7	-0.3
COC(=O)c1ccccc1NC(=O)c1ccc(F)cc1	9	2	4	-1	-15	-3	2	x	6	0.0
COCCn1c(-c2ccc3ccccc3c2)nc2c1c(=O)[nH]c(=O)n2CC(C)C	-5	10	-12	2	-21	5	-2	-1	-7	0.1
O=C(c1cc([N+](=O)[O-])cc([N+](=O)[O-])c1)N(Cc1nnc(-c2ccccc2Cl)o1)C1CC1	-3	-22	-33	-2	-12	1	1	2	-9	0.4
O=C(c1ccco1)N1CCN(C(=O)c2cccs2)CC1	3	-15	-6	1	-3	4	-5	-1	6	0.9
CCOCCCNC(=O)C(c1ccc(OC)cc1)N(Cc1ccc2c(c1)OCO2)C(=O)CNC(C)=O (centres undefined)	-17	-5	16	x	-12	-2	-2	-3	-14	-4.3
Cc1ccccc1-c1nc(CS(=O)(=O)CC(=O)NCCCN2CCN(C)CC2)c(C)o1	9	-7	11	-1	-2	0	0	1	-13	0.2
COc1cc2[nH]c(C(=O)N(C)C3CCS(=O)(=O)C3)cc2c(OC)c1OC (centres undefined)	-11	29	13	0	-10	-1	1	-3	-12	0.1
CC(C)NCCCOc1ccc(Cl)cc1Br	-11	-4	17	-8	3	1	0	-1	-14	0.0
COc1cccc(NC(=S)N(Cc2cccc(Br)c2)CC2CCC(C(=O)O)CC2)c1 (centres undefined)	-18	-6	-1	-1	-6	-3	3	0	2	0.2
COc1ccc(OC)c(C(c2nnnn2C2CCCC2)N2CCN(c3ccccc3F)CC2)c1 (centres undefined)	11	14	-2	-2	-10	-2	2	0	-4	-0.5
CCc1cc(-c2[nH]ncc2-c2ccc3c(c2)OCO3)c(O)cc1O	-10	54	-12	3&-4	-4	15	-2	14	3	2.5
CCOc1cc(C2NC(=O)NC(c3ccccc3)=C2C(C)=O)ccc1OC(C)=O (centres undefined)	-2	-20	0	-1	-11	1	0	19	-13	-4.6
O=C(c1ccc(Cn2cc([N+](=O)[O-])cn2)o1)N1CCCC1	-9	-11	-4	-3	-7	2	-3	17	-10	-0.9
O=C(CC12CC3CC(CC(C3)C1)C2)Nc1ccccc1N1CCOCC1	2	14	14	0	-4	-1	2	-1	7	1.6
CC(C)c1onc(C(=O)N(C)Cc2ccccc2)c1[N+](=O)[O-]	-20	-2	7	-2	0	-2	7	-1	-8	-2.0
Cc1ccc(CCNC(=O)C2CC(c3ccc(C(F)(F)F)cc3)=NO2)cc1 (centres undefined)	8	-4	14	-1	-3	1	3	x	-8	-0.1
CC(=O)NNc1nc(-c2ccccc2)cs1	6	19	-9	2	3	-2	4	3	-11	0.4
Cc1csc(NC(=O)c2cc(=O)[nH]c3ccccc23)n1	6	x	-10	2	-1	-1	0	0	-12	-1.5
OC(CNC1CCCC1)COCCOc1ccc(Br)cc1 (centres undefined)	-14	x	23	-3	-6	2	-2	4	-4	1.4
COc1cc2c(cc1OC)CN(c1ccc(C(N)=O)cc1[N+](=O)[O-])CC2	-4	x	-9	0	6	-4	2	1	0	0.3
CCOc1cc(C(=O)N2CCN(c3ccccc3)CC2)cc(OCC)c1OCC	-18	-11	-3	1	8	5	0	-1	-1	1.8

The results go on:
SMILES	HTR5A inv ag	SR-BI HDL uptake	MITF act	Wnt bcat act	dFosB act	HTR5A ag ctr	V-ATPase pHluor	NSD2 inh	PvdQ inh	CDK5 inh
NC(=O)C1CC(=O)N(c2ccc(OCc3ccccc3Cl)cc2)C1 (centres undefined)	-17	0	4	0	-2	6	-1	2	-5	0.6
CN(C)N1C(N)=C(C#N)C(c2cccs2)C2=C1CCCC2=O (centres undefined)	-5	-11	1	-2	4	2	-1	-3	8	29
Clc1ccccc1OCc1nn[nH]n1	3	-13	-3	0	-1	3	-5	1	-15	-1.1
COc1ccc(N2CCN(C3CCCN(C(=O)CSC)C3)CC2)cc1 (centres undefined)	7	10	-3	-2	-4	-1	4	-2	-4	-0.5
COc1ccc(CC(=O)NC(C)c2nnc(SCC(=O)c3ccc(OC)cc3)n2C)cc1 (centres undefined)	3	46	-7	-1	-2	2	-5	-2	-1	1.7
O=c1cc(CN2CCN(Cc3ccccc3)CC2)c2ccc(O)c(O)c2o1	12	4	-5	-2	-20	-3	-3	35	-11	0.5
Cc1c(CC(=O)N[C@@H](CCCNC(N)=O)C(=O)O)c(=O)oc2cc3oc4c(c3cc12)CCCC4	10	3	17	3	-3	-3	1	0	-1	-1.9
CN(C)S(=O)(=O)Oc1cccc(C(=O)Nc2cccc(Cl)c2)c1	-26	27	x	31*	1	2	2	2	-7	1.4
Cc1c(OCC(=O)NCCN2CCOCC2)ccc2c3c(c(=O)oc12)CCC3	-26	0	5	1	-12	2	-4	-4	0	-0.5
C=CCNC(=S)NNC(=O)c1ccc(OCC(C)C)cc1	3	-9	1	-1	-11	7	-2	-5	-11	-5.3
O=S(=O)(NC1=NCCC1)c1cccc(NS(=O)(=O)c2ccc(OC(F)(F)F)cc2)c1	-16	-38	4	x	-4	4	-4	-3	4	1.2
Cc1nn(C)cc1S(=O)(=O)N1CCN(Cc2ccccc2Cl)CC1	-3	-5	10	-18	-2	1	4	3	-16	-2.2

Not a hit list. Share with any hit: about 5%.
